Lipid droplet: modulators of hepatic lipid droplet formation | AML12 mouse hepatocytes, oleate lipid droplets, BODIPY imaging | inhibition, % at 6.5 µM | hit rate 0.4% among 240,000;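 active = lipid droplet intensity inhibited by at least 50%, with more than 500 cells counted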
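Material – mouse AML12 hepatocyte cell line, fixed after treatment · Compound dosing – one dose, 6.5 µM compound · Times – compound with oleate, overnight · Measured by – Image-based BODIPY and DAPI two-channel analysis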
UTI89 phage lysis: protection from phage-mediated lysis, alamar blue read-out – E. coli UTI89, K1F phage, bacterial capsule biogenesis inhibitors (AID 488966); E. coli UTI89 K1F phage lysis, alamar blue, 2 h; higher % means a stronger effect; one-dose inhibition, % at 100 µM; IC50 in µM for titrated hits; hit rate 0.02% among 340,000;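 active = phage lysis inhibition, versus mean bacterial control, above a set limit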;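 also: capsule biogenesis inhibitors block K1F phage lysis so surviving cells raise fluorescence; higher fluorescence means more inhibition of phage lysis; actives were called in the ten point dose series up to 300 µM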
Siah-1 displacement: blockers of Siah-1 interaction with plectin peptide – biochemical, fluorescence polarization, rhodamine-plectin, uHTS, primary screen (AID 1817). hit rate 0.02% among 290,000. displacement, % at 20 µM, or IC50 in µM where a hit was titrated. Siah-1 / rhodamine-plectin peptide fluorescence polarization; higher % means a stronger effect;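 active = displacement of at least 50% at 20 µM, with a fluorescence ratio check between 0.3 and a set limit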;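 also: plate controls were Siah plus tracer with DMSO for no effect and tracer alone without Siah for full effect; strong numbers were not always called active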
Lipid droplet cells 6.5 µM: further read-out of Lipid droplet, marked with its call; cell count; measured here: cell count, cytotoxicity flag;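 cells counted across two imaged fields per well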
An asterisk follows results filed as active; [ ] = dose if it differs, or a comment.

SMILES	Lipid droplet	Lipid droplet cells 6.5 µM	UTI89 phage lysis	Siah-1 displacement
CCc1ccc2c(CN(C)Cc3ccc(OC(F)F)c(OC)c3)cc(=O)oc2c1	-23	786	-0.1%	0%
CCn1c(C)c(C)c2cc(C(=O)NCCN3CCCCCC3)ccc21	-27	780	-0.1%	-8%
COc1cc(C(=O)NC2Cc3ccccc3C2)ccc1OC1CCN(C(C)=O)CC1	1	726	-0.1%	4%
O=C(NC1CCOCC1)C1CCC(=O)N(Cc2ccc(Cl)cc2)C1 (stereo not given)	-10	672	0.2%[50 µM]	6%
Cc1ccc(-n2ncc3c2CC(C)(C)CC3NC(=O)CCc2ccncc2)cc1 (stereo not given)	1	832	-0.4%[50 µM]	0%
O=C(O)C(c1ccccc1)N1C(=O)c2cccc3cccc(c23)C1=O (stereo not given)	-3	810	-1.4%	-3%
COc1cccc(C(C)NC(=S)NCc2ccc(F)cc2)c1 (stereo not given)	-8	804	-0.2%	-1%
CCC(C)(C)C1CCC2(CC1)NC(=O)N(CC(=O)N(C)CC(=O)Nc1ccccc1C(F)(F)F)C2=O (stereo not given)	-34	714	0.7%	8%
CCN1CCN(C(=O)Cn2nc(C)n3c(cc4c(OC)cccc43)c2=O)CC1	-34	751	0.1%	8%
CCC(C(=O)NC1CCCC1)N(C(=O)Cn1nnc(-c2ccc(C)o2)n1)c1ccc(OC)cc1 (stereo not given)	8	763	0.3%	-1%
COc1cccc(COc2ccc3ccc(=O)oc3c2)c1	13	826	0.8%	7%
O=C(O)c1nc(NCCc2ccccc2)ncc1Cl	-3	784	0.1%	2%
CN1C(=O)c2ccc(NC(=O)C3CC3)cc2C1=O	2	714	0.0%[50 µM]	-2%
O=C(CCc1ccccc1)NC(=S)Nc1cccc(C(=O)O)c1	10	890	-0.2%	-2%
COc1ccc(N(C(=O)CNC(=O)c2cccs2)C(C(=O)NCC2CCCO2)c2ccccc2)c(OC)c1 (stereo not given)	-33	784	-0.5%	-2%
COc1ccc(-c2nc(CS(=O)CC(=O)NCCN3CCCCC3C)c(C)o2)cc1OC (stereo not given)	-21	760	-0.3%	-1%
CC(=O)Nc1sc2c(c1C(N)=O)CCN(Cc1ccccc1)C2	-10	672	0.2%	9%
CSc1ccccc1OCc1cc(C(=O)N2CCN3CCCC3C2)no1 (stereo not given)	11	783	0.9%	5%
Cc1cc(NC(=O)c2cccc(S(=O)(=O)N3CCC(C)CC3)c2)no1	-1	813	1.1%	10%
Oc1ccc(NCc2cccs2)cc1	-28	689	1.4%	2%
COc1ccc(NC2CCCN(C(=O)c3ccc(C)c(N4CCNC4=O)c3)C2)cc1 (stereo not given)	-3	667	-0.1%	8%
O=C(NC(CC(=O)N1CCCC(C(F)(F)F)C1)c1ccccc1)c1ccccc1Cl (stereo not given)	-8	708	-0.1%	3%
O=C1Nc2ccccc2/C1=N\N1CCOCC1	-5	743	0.2%	10%
COCCC(=O)N1CCC(Oc2ccc(C(=O)N3CCC(N(C)C)C3)cc2)CC1 (stereo not given)	-5	700	1.3%	29%
Cc1cc2ccccn2c1C(=O)c1ccc(F)cc1	-8	754	0.1%	3%
COc1ccc(CC(=O)Nc2c(C(N)=O)oc3ccccc23)cc1	6	766	0.1%	8%
CCOC(=O)c1c(NC(=O)c2cccc(N3C(=O)CCC3=O)c2)sc2c1CCN(CC)C2	-23	681	1.3%[50 µM]	5%
CC(C)CCOc1ccc(C(=O)N2CCN(c3ncccn3)CC2)cc1	-11	819	0.4%	-2%
O=C(Nc1ccccc1N1CCN(C(=O)c2ccccc2)CC1)c1ccc([N+](=O)[O-])o1	4	749	-0.6%	1%
Cc1cc(C)c2c(CN3CCN(Cc4ccccc4)CC3)cc(=O)oc2c1C	-3	792	1.4%[50 µM]	12%
COc1ccc(NS(=O)(=O)c2cccc3cccnc23)cc1OC	-4	828	-0.1%	-3%
CCCOc1ccc2[nH]c(C(=O)N/N=C/c3cc(OC)c(OC)c(OC)c3)cc2c1	-1	900	0.3%	0%
COc1ccc(OC)c(S(=O)(=O)NC2CCSc3ccccc32)c1 (stereo not given)	-4	691	-0.4%	0%
COc1ccc(NC(=O)CSc2nc3ccsc3c(=O)n2CCC(=O)O)c(OC)c1	2	736	0.0%	4%
CCOCCCNC(=O)c1cccc(OC2CCN(S(C)(=O)=O)CC2)c1	7	789	0.4%	-6%
O=C(CN1C(=O)S/C(=C\c2ccccc2F)C1=O)Nc1ccccc1O	6	769	0.0%	2%
CCOC(=O)[C@@H]1[C@H]2COc3ccc(Br)cc3[C@@H]2N2C(=O)N(c3ccc(C(F)(F)F)cc3)C(=O)[C@]12C	-14	826	3.4%	12%
COc1ccc(-c2cc(C(=O)NN3CCOCC3)c3ccccc3n2)cc1OC	-2	795	0.3%[50 µM]	9%
Cc1cccc(-n2ncc3c(NNC(=O)c4ccco4)ncnc32)c1	8	828	0.0%	2%
CCC(C)N(C(=O)Cn1nnc(-c2ccc(F)cc2)n1)C1CCS(=O)(=O)C1 (stereo not given)	-2	732	-0.1%	1%

Look-ups from the results shown:
COCCC(=O)N1CCC(Oc2ccc(C(=O)N3CCC(N(C)C)C3)cc2)CC1 (stereo not given) in UTI89 phage lysis shows 1.3%
CCOCCCNC(=O)c1cccc(OC2CCN(S(C)(=O)=O)CC2)c1 in Lipid droplet cells 6.5 µM shows 789

Next part
SMILES	Lipid droplet	Lipid droplet cells 6.5 µM	UTI89 phage lysis	Siah-1 displacement
Cc1nnc(NC(=O)C(C)Sc2nnc(-c3ccco3)n2C(C)C)s1 (stereo not given)	3	746	-0.1%	-2%
O=[N+]([O-])c1cccc(S(=O)(=O)NCCc2cccs2)c1	-12	767	0.7%	-2%
Cc1cc2ccccn2c1C(=O)c1cccc(F)c1	-12	794	-0.1%	7%
CCn1c(SCC(=O)Nc2cccc(NC(C)=O)c2)nnc1-c1ccco1	-12	764	0.5%	2%
CCCc1nn2c(=O)cc(CSCC(=O)Nc3ccc(C)cc3)nc2s1	-16	806	-0.2%	-2%
Cc1cccc(N(C)C(=O)CN(C)S(=O)(=O)c2ccc3c(c2)c(=O)n(C)c(=O)n3C)c1	8	779	-0.2%	-4%
CCCN(CC(=O)Nc1ccccc1C)C(=O)c1cccc(S(=O)(=O)N2CCc3ccccc3C2)c1	-2	658	0.1%	8%
COc1ccc(C(=O)NCC(=O)OCCCOC(=O)CNC(=O)c2ccc(OC)c(OC)c2)cc1OC	-1	809	-0.1%	12%
O=C(Nc1ncc([N+](=O)[O-])s1)C1CC(=O)N(c2ccc(F)cc2)C1 (stereo not given)	-14	829	-0.9%	-3%
Cc1nn(CC(=O)Nc2c(F)cc(F)cc2Br)c(=O)c2cccn12	-4	678	-0.2%	-4%
CN(Cc1nc2ccc(F)cc2[nH]1)C(=O)C1CCC(=O)N(C2CC2)C1 (stereo not given)	12	865	-0.1%[50 µM]	-2%
COc1ccc(C(=O)CN2CCN(c3ccc(Cl)cc3)CC2)cc1OC	9	825	0.5%	5%
COc1ccc(C(=O)Cn2cc[n+](C)c2)cc1	-2	859	0.1%	4%
Cc1ccccc1CNC(=O)CN(c1ccccc1Cl)S(C)(=O)=O	0	807	0.4%	2%
C[C@H](NC(=O)[C@@H]1Cc2ccccc2CN1C(=O)OC(C)(C)C)C(=O)NCc1ccco1	-1	741	-0.2%	-6%
COc1ccc(C2N(C(=O)CN3CCCC3)CCCN2S(=O)(=O)c2ccccc2)cc1 (stereo not given)	-15	765	0.6%	1%
CCC(=O)N1c2ccc(S(=O)(=O)N3CCN(C)CC3)cc2CC1C (stereo not given)	-15	642	-0.3%	3%
CC(=O)Nc1cccc(NC(=O)Cc2cccs2)c1	-7	837	0.2%	0%
COC(=O)c1ccc(COC(=O)c2cnc(Cl)c(Cl)c2)cc1	-16	730	0.1%	-1%
COc1cc(NC(=O)CSc2ccc(-c3ccco3)nn2)cc(OC)c1	-2	679	0.0%	51%
Cc1ccc(NC(=O)Cn2nnc(C(=O)NCc3ccc4c(c3)OCO4)c2N)cc1	-5	705	-0.1%	5%
COCCNC(=O)C(c1ccc(O)cc1)N(Cc1ccco1)C(=O)CCC(=O)Nc1ccccn1 (stereo not given)	-2	786	0.1%	-5%
CN(CC(=O)Nc1n[nH]c(=S)s1)S(=O)(=O)c1cccc2cccnc12	22	663	1.4%[50 µM]	2%
COc1ccc(/C=N/Nc2nc(C)cc(-c3ccccc3)n2)c(OC)c1	-31	805	1.0%	2%
O=C(/C=C/c1ccccc1Cl)Nc1cccnc1	8	803	-1.2%	6%
COc1ccccc1C(=O)N(Cc1sccc1C)C1CCS(=O)(=O)C1 (stereo not given)	8	754	0.4%	0%
COc1ccc(OC)c(NC(=O)CN(c2ccc(C)cc2)S(=O)(=O)c2c(C)n[nH]c2C)c1	-16	721	-0.3%	6%
CCCCCNC(=O)C1c2ccccc2Oc2ccccc21	-4	820	0.7%[50 µM]	4%
CC(C)Cc1nc(SCC(=O)N2CCCC2)c2c(=O)n(C)c(=O)n(C)c2n1	24	806	-0.3%[50 µM]	2%
CC(NS(=O)(=O)c1ccc2c(c1)CC(C)N2C(=O)C1CC1)c1ccccc1 (stereo not given)	26	790	0.1%	2%
CCCCCOC(=O)C1=C(C)NC(=O)NC1c1ccc(OC)cc1 (stereo not given)	-3	819	1.2%	2%
CCCCNC(=O)c1cn(C)c2ccc(S(=O)(=O)N3CC(C)CC(C)C3)cc2c1=O (stereo not given)	-6	738	-0.2%	-9%
Nc1cc(C(=O)OCC(=O)N2CCOCC2)ccc1Cl	-53	796	0.0%	-7%
Cc1oc2cc3oc(=O)c(CC(=O)N[C@H](C(=O)N[C@@H](C(=O)O)c4ccccc4)C(C)C)c(C)c3cc2c1C	2	819	3.9%	-5%
C/C(=N\NC(=O)c1nnn(-c2nonc2N)c1CN(C)C)c1ccco1	-24	689	-0.4%	-4%
O=C1CSCC(=O)N1Cc1ccc(Cl)c(Cl)c1	-25	814	0.1%	0%
O=C(CN1CCN(c2cccc(Cl)c2)CC1)c1ccc(O)cc1O	13	755	0.8%	-3%
O=C(COC(=O)C1C2CC3OC(=O)C1C3C2)Nc1ccc(F)cc1 (stereo not given)	15	720	0.3%	5%
COCCNC(=O)Cn1ccc2cc(S(=O)(=O)N3CCCCC3)ccc21	-25	706	0.0%	2%
Cc1cc(C)c(SCCc2ccncc2)c(C)c1	0	809	0.6%	2%

Structures from the list above with an aryl thioether with sulfur outside any ring, in the order listed:
SMILES	Lipid droplet	Lipid droplet cells 6.5 µM	UTI89 phage lysis	Siah-1 displacement
CSc1ccccc1OCc1cc(C(=O)N2CCN3CCCC3C2)no1 (stereo not given)	11	783	0.9%	5%
COc1ccc(NC(=O)CSc2nc3ccsc3c(=O)n2CCC(=O)O)c(OC)c1	2	736	0.0%	4%
Cc1nnc(NC(=O)C(C)Sc2nnc(-c3ccco3)n2C(C)C)s1 (stereo not given)	3	746	-0.1%	-2%
CCn1c(SCC(=O)Nc2cccc(NC(C)=O)c2)nnc1-c1ccco1	-12	764	0.5%	2%
COc1cc(NC(=O)CSc2ccc(-c3ccco3)nn2)cc(OC)c1	-2	679	0.0%	51%
CC(C)Cc1nc(SCC(=O)N2CCCC2)c2c(=O)n(C)c(=O)n(C)c2n1	24	806	-0.3%[50 µM]	2%
Cc1cc(C)c(SCCc2ccncc2)c(C)c1	0	809	0.6%	2%

Other results follow:
SMILES	Lipid droplet	Lipid droplet cells 6.5 µM	UTI89 phage lysis	Siah-1 displacement
CCOc1ccc2[nH]c(C(=O)N/N=C/c3ccc(OC)cc3)cc2c1	-202	474	-0.4%[50 µM]	10%
Cc1cccc(N=Nc2c(N)n[nH]c2N)c1	-21	754	0.4%	12%
Cc1cc(C)c2c(-c3ccc(F)cc3)c(C#N)c(=O)n(C)c2n1	-6	678	0.3%	3%
COCCCNC(=O)COc1ccc2oc3c(c2c1)CCCC3	-7	856	0.1%	13%
CCn1nc(NC(=O)CC(C)C)c2cc3cccc(C)c3nc21	-15	851	0.1%[50 µM]	2%
CCOc1ccccc1CNC(=O)Cn1ccc2cc(S(=O)(=O)N3CCCCCC3)ccc21	-19	638	1.6%	5%
O=S(=O)(NC1CC2CCC1C2)c1ccc(Br)cc1 (stereo not given)	-14	843	0.5%	4%
CSc1ccccc1C(=O)NCCCn1ccnc1	-5	818	0.6%	3%
COc1ccc(/C=C(/NC(=O)c2ccccc2)C(=O)NCC2CCCO2)cc1 (stereo not given)	4	848	0.1%	0%
C/C=C(\C)CN1CCC(Oc2cc(C(=O)NC3CC3)ccc2OC)CC1	4	695	2.0%[50 µM]	6%
Cc1ccc(S(=O)(=O)NN2C(=O)/C(=C/c3ccc(C(=O)O)cc3)SC2=S)cc1	8	410	1.9%	-5%
CC(C)CCNC(=O)C1CCN(S(=O)(=O)c2ccc3c(c2)CC(C)N3C(=O)C2CC2)CC1 (stereo not given)	-3	702	0.1%	-2%
COc1ccc(N(CC(=O)N/N=C/c2cccc(OC)c2OC)S(=O)(=O)c2ccccc2)cc1	-24	817	-1.1%[50 µM]	-1%

Screens from PubChem BioAssay.

These rows are one share of the data. The share of hits here may be higher or lower than overall.
